High-throughput results: PubChem BioAssay, NMMLSC
RPL19A TOR yeast – RPL19A-GFP expression modulators in yeast, primary screen, cell-based, S. cerevisiae, multiplex flow cytometry, MLPCN; S. cerevisiae RPL19A-GFP strain, 3 h; hits give low values; percent response vs DMSO, % at 10 µM; hit rate 0.3% among 330,000; AID 2025, 2009;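 active = percent response vs DMSO below 50%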;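 note: median channel GFP fluorescence of the barcoded RPL19A-GFP strain; ratio of sample median GFP to plate DMSO average so 100% = DMSO; lower means less RPL19A-GFP as with rapamycin TOR inhibition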
LAP4 TOR yeast – modulators of LAP4-GFP expression in yeast, primary screen, S. cerevisiae, multiplex flow cytometry, MLPCN library; 3 h; median GFP as percent of DMSO wells; GFP response vs DMSO, % at 10 µM; hit rate 0.34% among 320,000; AID 2023, 2009;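 active = GFP response vs DMSO above a set limit, about the screen mean plus 3 SD, cut at about 150% in these data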
AGP1 TOR yeast – modulators of AGP1-GFP expression in yeast TOR pathway, primary screen, cell-based, multiplex flow cytometry, S. cerevisiae, MLPCN library; 3 h; GFP as percent of DMSO wells; GFP response vs DMSO, % at 10 µM; hit rate 0.02% among 320,000; AID 2066, 2009;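 active = GFP response relative to DMSO above a set limit, near screen average plus 3 SD, cut at about 150% in these data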;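 note: median GFP channel fluorescence of the gated AGP1 strain per well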
CIT2-GFP yeast – modulators of CIT2-GFP expression in yeast, primary screen, S. cerevisiae, GFP fusion, multiplex flow cytometry, MLPCN library. S. cerevisiae CIT2-GFP strain, 3 h; 100 means same as DMSO wells. GFP response vs DMSO, % at 10 µM. hit rate 0.065% among 320,000;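 active = GFP response relative to DMSO above a set limit, near the screen mean plus 3 SD, cut at about 150% in these data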;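 note: ratio of well median GFP fluorescence to mean of DMSO wells on the plate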
VLA-4 inh – inhibition in human VLA-4 binding assay, primary screen, VLA-4 allosteric modulator project, MLPCN library, flow cytometry, VLA-4 expressing cells; inhibition, % (about 7 µM as worked out from the volumes in the protocol); AID 2557, 2010; Integrin alpha-4 (Homo sapiens), P13612; hit rate 0.2% among 330,000; ligand binding flow cytometry; in the data active = inhibition above about 50%
GRK2 inh – compounds blocking aptamer binding on GRK2 – biochemical, human GRK2, bead flow cytometry, HTS, primary screen; hit rate 0.59% among 330,000; Beta-adrenergic receptor kinase 1 (Homo sapiens), P25098; inhibition of aptamer binding, % at 10 µM; AID 488847, 2010; FAM-aptamer displacement from GRK2;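 active = inhibition of aptamer binding above 40%, roughly 3 SD of noise, on plates passing a quality check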;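 note: median bead fluorescence of bound FAM aptamer so fluorescent compounds give negative values; no value below 0 was filed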
Target sequence (P25098 whole entry, looked up): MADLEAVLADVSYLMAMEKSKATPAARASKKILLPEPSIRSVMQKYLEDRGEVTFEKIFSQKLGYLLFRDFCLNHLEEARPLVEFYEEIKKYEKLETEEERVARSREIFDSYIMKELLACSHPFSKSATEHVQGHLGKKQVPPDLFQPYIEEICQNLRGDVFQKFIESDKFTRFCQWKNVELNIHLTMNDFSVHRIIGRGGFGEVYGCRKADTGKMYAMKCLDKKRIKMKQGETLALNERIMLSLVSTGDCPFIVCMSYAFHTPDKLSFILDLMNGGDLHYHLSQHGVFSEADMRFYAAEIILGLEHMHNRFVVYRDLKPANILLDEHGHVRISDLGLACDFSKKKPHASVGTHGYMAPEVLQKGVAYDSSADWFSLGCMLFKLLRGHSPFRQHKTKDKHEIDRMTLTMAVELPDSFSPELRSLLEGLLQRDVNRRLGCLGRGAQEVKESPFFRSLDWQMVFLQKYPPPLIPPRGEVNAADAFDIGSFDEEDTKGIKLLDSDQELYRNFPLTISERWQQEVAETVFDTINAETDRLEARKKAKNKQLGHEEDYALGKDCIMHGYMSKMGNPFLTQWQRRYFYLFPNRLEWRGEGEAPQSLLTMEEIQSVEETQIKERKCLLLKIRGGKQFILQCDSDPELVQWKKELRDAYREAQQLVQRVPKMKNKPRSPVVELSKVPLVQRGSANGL
CR mimetic SO – reduction of superoxide in aged yeast, primary screen, HTS | hit rate 0.18% among 330,000 | superoxide response (% of plate mean), % at 10 µM | S. cerevisiae aged cells, superoxide DHE fluorescence; hits give low values;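 active = superoxide response under a set limit, about three screen SD below normal, cut at about 65% in these data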;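 note: yeast aged for seven days with compound at 30 °C before DHE staining; 100% = average MFI of all compound-treated wells on the plate with controls excluded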
MEP2 TOR yeast – modulators of MEP2-GFP levels in yeast, primary screen, S. cerevisiae, multiplex flow cytometry, MLPCN library; hit rate 0.51% among 330,000; GFP response vs DMSO, % at 10 µM; S. cerevisiae MEP2-GFP strain, 3 h; 100% = DMSO control level;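 active = GFP response versus DMSO above a set limit, roughly screen mean plus 3 SD, cut at about 180% in these data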;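 note: median GFP fluorescence of the barcode-gated MEP2-GFP cells per well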
Starred values were filed as active, the others as inactive; nt = no result given.

SMILES	RPL19A TOR yeast	LAP4 TOR yeast	AGP1 TOR yeast	CIT2-GFP yeast	VLA-4 inh	GRK2 inh	CR mimetic SO	MEP2 TOR yeast
COc1ccc2nc(N3CCC(C)CC3)c(C#N)cc2c1	97	102	93	93	-11	4	88	97
Cc1nccn1-c1cc(C(C)(C)C)nc2c(-c3ccccc3)cnn12	98	91	96	85	12	0	93	93
O=C(O)c1ccccc1N=Nc1ccc(O)cc1	99	113	98	91	6	0	76	100
CCOc1ccc2nc(SCC(=O)NC(=O)NCc3ccco3)[nH]c2c1	93	92	98	93	3	0	104	97
CCOC(=O)c1c(NC(=O)CSc2nc3cc(Cl)ccc3c(=O)n2Cc2ccco2)sc(C(=O)N(C)C)c1C	102	101	102	103	-5	0	103	104
CCCNC(=O)CSc1nnc(C)s1	99	93	106	103	17	0	99	98
O=C(NCCOCCOCCNC(=O)c1ccccc1)c1ccccc1	104	105	100	98	3	2	82	106
Cc1ccn2c(NC(=O)C(C)(C)Oc3ccc(Cl)cc3)c(-c3cccs3)nc2c1	96	97	91	95	15	1	106	102
CC(C)C(NC(=O)c1ccc(C(C)(C)C)cc1)C(=O)NCC(c1ccccc1)N(C)C (stereo not drawn)	96	102	104	100	-3	2	102	99
O=C(CN1CCC(NC(=O)c2ccc(Br)cc2)CC1)NCc1cccs1	101	102	100	95	7	2	96	107
COc1ccc(Br)c(C(=O)Nn2c(C)nc3ccccc3c2=O)c1	92	97	96	91	21	3	104	98
Cc1noc(C)c1COc1cccc(C(=O)OC(C)C(=O)Nc2c(C)n(C)n(-c3ccccc3)c2=O)c1 (stereo not drawn)	101	104	104	103	17	0	99	99
Cc1ccc(-c2noc(C3CCCN(C(=O)c4ccccc4Br)C3)n2)cc1 (stereo not drawn)	101	83	93	92	12	1	96	99
Cc1cc(C)c2nc(N3C(=O)C(O)=C(C(=O)c4ccco4)C3c3ccc(O)cc3)sc2c1 (stereo not drawn)	106	104	109	99	-17	2	127	105
COc1cccc(/C=N/NC(=O)c2cccc3ccccc23)c1OC	96	112	107	93	4	0	108	98
CC(=O)Nc1ccc(NC(=O)c2c(-c3ccccc3Cl)noc2C)cc1	103	94	104	106	16	3	99	103
COc1ccc(/C=N\NC(=O)c2ccc(Cn3cc(Br)c([N+](=O)[O-])n3)o2)c(OC)c1C	107	97	102	106	19	4	118	105
O=C1C(C2=NC(c3ccccn3)C3C(=O)N(c4ccccc4)C(=O)C23)=C(O)c2ccccc21 (stereo not drawn)	96	122	109	91	4	1	92	95
C=CCn1c(SCc2nc3ccccc3c(=O)[nH]2)nc2ccccc2c1=O	95	105	106	99	-2	10	100	96
CC(C)OCCCNC(=O)c1cc(S(=O)(=O)N2CCc3ccccc32)cn1C	101	94	99	104	2	3	84	99

Reprinted from the part before: 6 compounds, then new ones.
SMILES	RPL19A TOR yeast	LAP4 TOR yeast	AGP1 TOR yeast	CIT2-GFP yeast	VLA-4 inh	GRK2 inh	CR mimetic SO	MEP2 TOR yeast
COc1cccc(/C=N/NC(=O)c2cccc3ccccc23)c1OC	96	112	107	93	4	0	108	98
CC(=O)Nc1ccc(NC(=O)c2c(-c3ccccc3Cl)noc2C)cc1	103	94	104	106	16	3	99	103
COc1ccc(/C=N\NC(=O)c2ccc(Cn3cc(Br)c([N+](=O)[O-])n3)o2)c(OC)c1C	107	97	102	106	19	4	118	105
O=C1C(C2=NC(c3ccccn3)C3C(=O)N(c4ccccc4)C(=O)C23)=C(O)c2ccccc21 (stereo not drawn)	96	122	109	91	4	1	92	95
C=CCn1c(SCc2nc3ccccc3c(=O)[nH]2)nc2ccccc2c1=O	95	105	106	99	-2	10	100	96
CC(C)OCCCNC(=O)c1cc(S(=O)(=O)N2CCc3ccccc32)cn1C	101	94	99	104	2	3	84	99
Cc1cc(C)nc(Nc2cc([N+](=O)[O-])ccc2C)n1	100	105	98	86	4	2	96	106
COc1cc(/C=C(\C#N)C(=O)NCC2CCCO2)ccc1OC(=O)c1ccco1 (stereo not drawn)	93	95	92	92	12	0	102	95
CC(C)Cn1c(SCC(=O)NC(=O)Nc2ccc3c(c2)OCCO3)nc2ccccc2c1=O	96	102	100	92	-13	1	112	98
COc1cc(/C=N/NC(=O)CCN2CCCCC2)ccc1O	98	85	95	98	5	4	93	100
COC(=O)c1c(C)cc(OC(C)=O)c(C)c1OC(C)=O	106	106	107	109	6	0	95	114
COc1ccc2cc(CCNC(=O)C3CCCC3)c(=O)[nH]c2c1	100	102	98	89	-3	0	100	97
COc1ccccc1NC(=O)Cn1nnc(-c2ccccc2NC(=O)c2ccco2)n1	96	86	103	100	13	0	107	195*
CCc1ccccc1N(CC(=O)N1CCCC1)S(C)(=O)=O	101	98	83	101	-3	0	106	105
COc1ccccc1C(=O)N(Cc1ccc(C)o1)C1CCS(=O)(=O)C1 (stereo not drawn)	94	86	92	90	2	43*	95	90
Cc1cc(C(=O)N/N=C/C=C/c2ccc([N+](=O)[O-])cc2)n[nH]1	97	92	96	96	13	1	96	105
COc1ccc2cc(C(C)=O)c(=O)oc2c1	95	95	93	90	3	39	111	92
Cc1cc(=O)c(C(=O)O)nn1-c1ccccc1[N+](=O)[O-]	98	111	104	102	-1	2	94	99
CCSc1nnc(NC(=O)CCNC(=O)c2ccccc2Cl)s1	95	99	104	103	-19	0	111	94
O=C(O)CCCCCNS(=O)(=O)c1cccc2c1C(=O)c1ccccc1C2=O	110	99	99	104	15	1	169	108
CCCCOCCCNC(=O)N[C@H](C(=O)OC)C(C)C	97	100	99	95	9	0	96	99
O=C(Nc1ccc(S(=O)(=O)N2CCc3ccccc32)cc1)c1ccco1	94	97	93	96	2	1	93	99
O=C(NCCCN1CCCC1=O)c1cccc(S(=O)(=O)N2CCN(c3ccccc3)CC2)c1	101	94	98	98	39	0	97	99
Cc1c(NC(=O)C(C)N2CC(C)OC(C)C2)c(=O)n(-c2ccccc2)n1C (stereo not drawn)	109	107	114	114	12	0	130	110
O=c1[nH]cnc2c([N+](=O)[O-])cccc12	108	104	108	109	5	3	103	104
CCCCNC(=O)c1onc(CSc2cccc(OC)c2)c1C(=O)O	103	106	95	108	3	1	82	96
Cc1ccc(C(=O)c2cc([N+](=O)[O-])ccc2N2CCCCC2)cc1C	96	101	116	83	8	0	104	87
CC1(C)CC(NC(=O)CCc2nnc(CCCCc3ccccc3)o2)CCO1 (stereo not drawn)	108	101	92	89	10	10	122	108
Cc1oc(-c2ccccc2F)nc1CS(=O)CC(=O)NC1CCCC1 (stereo not drawn)	97	100	95	94	9	1	99	96
O=C(NC(=S)NCCc1ccccn1)c1ccccc1	92	112	85	83	-10	1	104	98
O=C(Nc1cc([N+](=O)[O-])ccc1N1CCOCC1)c1cccs1	102	98	88	91	-6	0	94	101
Fc1cccc(CSc2ccc3nnc(-c4cccnc4)n3n2)c1	97	101	102	103	-5	0	92	97
COc1cc(C(=O)NC(c2ccccc2)c2ccccc2)cc(Cl)c1OC	92	93	93	94	1	2	94	94
COc1ccc2c(OC)cc(=O)n(C)c2c1	97	90	93	110	3	2	91	86
CC(C)CC1Nc2ncnc(N3CCN(c4ccccn4)CC3)c2N(Cc2ccc(Cl)cc2)C1=O (stereo not drawn)	94	101	103	95	18	0	100	95
Cn1cnnc1SCc1ccc(C#N)cc1Cl	99	97	103	104	-1	2	88	101
CC(C)CN1C(=O)c2ccc(C(=O)Nc3ccc(O)cc3C(=O)O)cc2C1=O	96	91	92	96	0	0	124	95
O=Nc1c(O)n(Cc2ccc(Cl)c(Cl)c2)c2ccccc12	93	103	nt	90	0	1	113	93
COCCN1C(=O)C(=O)/C(=C(/O)c2ccc3c(c2)OCCO3)C1c1ccc(C(=O)OC)cc1 (stereo not drawn)	104	100	99	98	5	0	104	108
O=C(CCNS(=O)(=O)c1ccccc1)NNC(=O)c1csc(N2CCOCC2)n1	102	110	109	108	-2	1	96	100
Cc1ccc(N2NC(=O)/C(=C\c3cc4c(cc3[N+](=O)[O-])OCO4)C2=O)cc1C	93	97	81	84	-79	6	101	88
Cc1cccc(-n2c(SCc3cc(=O)n4ccsc4n3)nc3ccccc32)c1	101	105	104	105	-239	0	85	101
COc1ccc(CCC(=O)Nc2nc(C)c(C(=O)N(C)C)s2)cc1	114	72	93	92	-3	0	84	100
NC(=O)CSC1=Nc2ccccc2C2=NC(CC(=O)NCc3cccs3)C(=O)N12 (stereo not drawn)	98	89	100	98	23	2	95	99
CCN(CC1COc2ccccc2O1)C(=O)c1ccc(Cl)c(S(=O)(=O)N2CC(C)OC(C)C2)c1 (stereo not drawn)	101	99	104	105	-6	2	92	105
Fc1cccc(CSc2nc3ncc(Cl)cc3[nH]2)c1	94	109	95	90	-5	0	94	87
CCOc1ccc(-n2nc(C(=O)NCCOC)c3ccccc3c2=O)cc1	105	109	108	109	-13	0	99	108
O=[N+]([O-])c1ccc(N2CCC(O)CC2)nc1	102	92	100	98	3	0	97	98
CC1O[C@@H]2O[C@](O[C@H](C)CC[C@@H](C)O)(c3ccccc3)O[C@@H]2C[C@H]1O (stereo partly drawn)	104	116	88	86	28	2	98	95
CC(=O)Oc1ccc(N2C(=O)C3C4C=CC(O4)C3C2=O)cc1 (stereo not drawn)	98	118	100	100	9	0	91	98
CC(NC(=O)CN(C)CC(=O)Nc1ccccc1Br)c1ccccc1 (stereo not drawn)	91	93	94	83	7	0	109	97
O=NN(CCCl)C(=O)NCCCl	100	105	93	72	34	6	97	97
CCOC(=O)COn1c(=O)c(=O)n(OC)c2ccccc21	102	105	102	97	-3	2	98	98
Cc1c(C)n(Cc2ccccc2)c2ccc(C(=O)OCCCN(C)C)cc12	100	97	99	98	16	0	104	97
CC1CC(C)(C)n2c(O)c(N=NC(N)=S)c3cccc1c32 (stereo not drawn)	96	100	97	88	11	2	86	97
Nc1nc(F)cc(NCc2ccccc2)n1	98	131	100	101	0	0	94	105

Next part.
SMILES	RPL19A TOR yeast	LAP4 TOR yeast	AGP1 TOR yeast	CIT2-GFP yeast	VLA-4 inh	GRK2 inh	CR mimetic SO	MEP2 TOR yeast
Cc1ccc(N(CC(N)=O)C2SC(=O)N(C)C2=O)cc1 (stereo not drawn)	103	97	108	102	1	1	104	103
C/C(CC(=O)Nc1ccc(Cl)c(Cl)c1)=N\NC(N)=S	106	104	104	99	19	0	111	99
O=C(Nc1ccccc1)Nc1nnc(SCc2ccc(Cl)cc2)s1	102	101	105	105	2	2	91	103
CCCCCCNC(=O)CSc1nccn1Cc1ccccc1	96	96	100	99	9	1	82	103
On1c(-c2ccccc2)nc2ccc(Cl)cc21	100	98	96	98	-2	0	101	103
COC(=O)c1cn(CCOc2ccccc2)c2ccccc12	96	108	93	82	-10	1	129	94
Cc1noc(C)c1S(=O)(=O)N1CCC(C(=O)NC2CCN(Cc3ccccc3)CC2)CC1	94	90	94	100	4	0	96	107
CP(=O)(COC(=O)c1ccccc1)COC(=O)c1ccccc1	103	97	105	105	14	0	107	107
CCOc1ccc(NC(=O)C2CC(=O)N=C(N)S2)cc1 (stereo not drawn)	101	99	101	93	6	0	102	105
O=C(NCc1ccccc1)c1cccc(S(=O)(=O)NCc2ccccc2)c1	102	103	102	100	14	0	117	107
CCCCOc1cc(=O)[nH]c(=O)[nH]1	102	99	103	94	12	0	92	103
